Bioassay records: PubChem BioAssay, Sanford-Burnham Center for Chemical Genomics
ER stress death – ER stress cell death inhibition. CSM14.1 thapsigargin ER stress survival, ATP luminescence. relative survival (cellular ATP), % at 15 µg/mL (by protocol). 0.33% of 48,000 active;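 active = survival measured by cellular ATP above 50% at 15 µg/ml in the first screen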;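 note: cell death triggered by about 15 µM thapsigargin; ATP read 24 h after thapsigargin was added; plate controls were thapsigargin with DMSO for no effect and DMSO without thapsigargin for full effect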
An asterisk follows results filed as active. An excerpt. The share of hits here may be higher or lower than overall.

molecule	ER stress death
CNc1nc(Nc2ccccc2)nc(OCC(F)(F)F)n1	-1.4
CSc1ccc(/C=N/S(=O)(=O)CCc2ccccc2)cc1	-2.6
N/C(=N\OS(=O)(=O)c1ccc([N+](=O)[O-])cc1)c1ccncc1	1.4
O=C1NC(=O)N(Cc2ccccc2)C(=O)/C1=C/c1cccs1	-0.3
O=C1NC(=S)N/C1=C/c1ccc(-c2ccc(Cl)cc2)o1	12.0
CCOc1cc(/C=N/NC(=O)c2ccccn2)ccc1OC(=O)c1ccc(F)cc1	13.9
CC(C)(C)CC(C)(C)NC(=O)CSc1nc2ccccc2s1	14.8
Cc1ccc(NC(=O)c2c(NC(=O)C(F)(F)F)sc3c2CCCCC3)c(C)c1	-2.4
Cc1ccc(N2C(=O)CC(NCc3cccc(C(F)(F)F)c3)C2=O)cc1 (configuration not stated)	-7.4
Cc1cc2oc(=O)cc(C)c2cc1NC(=O)COc1ccccc1	8.9
O=C(O)c1ccc(N2C(=O)CC(N3CCN(c4cccc(Cl)c4)CC3)C2=O)cc1 (configuration not stated)	4.1
NC(=O)c1c(NC(=O)CCN2C(=O)c3ccccc3C2=O)sc2c1CCC2	0.1
CC(C)=C1C2CCC1C(C(=O)NCCC1=CCCCC1)C2C(=O)O (configuration not stated)	-0.8
O=C(COc1ccccc1[N+](=O)[O-])Nc1ccc2c(c1)Cc1ccccc1-2	0.9
CCC1=NN2C(=N)/C(=C/c3ccc(OCc4ccccc4F)c(OC)c3)C(=O)N=C2S1	3.5
CCCc1c(O)nc(SCCN(C)C)[nH]c1=O	-2.1
O=C(NC1CCCC1)c1cc(-c2ccccc2Cl)nc2ccccc12	7.0
NC(=O)c1cc2n(n1)C(C(F)(F)F)CC(c1ccc(Cl)cc1)N2 (configuration not stated)	5.3
CCc1c(C)sc(NC(=O)COc2ccccc2)c1C(N)=O	4.7
COc1ccc(N(CC(=O)NC2CCCCC2)S(=O)(=O)c2ccccc2)cc1Cl	12.2
CC(=O)CC(c1ccccc1)S(=O)(=O)c1cccc(C)c1 (configuration not stated)	12.6
N#Cc1c(-c2ccc(Br)cc2)cc(-c2ccc3c(c2)OCO3)c(C#N)c1N	6.8
CCC1CCCCN1S(=O)(=O)c1ccc(Cl)c([N+](=O)[O-])c1 (configuration not stated)	1.3
CC(C)P(=O)(c1cccc(C(=O)O)c1)C(C)C	5.4
COc1ccc(Br)cc1CN1CCN(Cc2ccccn2)CC1	-5.9
Cc1cc2[nH]c(=O)c(CCO)c(C)n2n1	3.4
C#CCOc1nc(Nc2ccc([N+](=O)[O-])cc2)nc(OCC#C)n1	-1.8
CCN(CC)CCCCOc1cc(C)ccc1Cl	-13.8
COC(=O)C1=NN(C(=O)c2ccc([N+](=O)[O-])cc2)C(O)(c2ccccc2)C1 (configuration not stated)	1.7
CCOC(=O)C(=CNc1ccc(Cl)cc1C)C(=O)OCC	-0.1
COc1ccc(NC(=O)C(=O)NCCO)cc1Cl	3.5
Cc1cc(N(CCO)CCO)nc(-n2nc(C)cc2C)n1	1.1
Cc1ccc(NC(=O)COc2ccc(C(C)(C)C)cc2)c([N+](=O)[O-])c1	4.8
CCOC(=O)C1=C(C)N=c2s/c(=C/c3cc(Br)cc(OC)c3O)c(=O)n2C1c1cccs1 (configuration not stated)	1.0
O=C(Nc1cccc(Cl)c1)OCc1ccccc1F	-2.8
Cc1cccc(OCCCn2ccnc2)c1	17.3
O=C(CN(Cc1ccccc1)Oc1ccccc1)N/N=C/c1ccc(Cl)c(Cl)c1	6.6
CCOc1ccccc1NC(=O)c1ccc(C)c([N+](=O)[O-])c1	13.6
O=C(CCCN1C(=O)/C(=C\c2cccs2)SC1=S)Nc1ccccc1O	-2.6
O=C(c1cc2n(n1)C(C(F)(F)F)CC(c1ccc(F)cc1)N2)N1CCCC1 (configuration not stated)	0.4
Fc1c(F)c(C(F)(F)F)c(F)c(F)c1N1CCN(c2ccc3nnc(C(F)(F)F)n3n2)CC1	-0.9
COc1cc(N/N=C/c2cc(Br)ccc2O)ncn1	7.3
COc1ccc2c(c1)-c1c(ssc1=S)C(C)(C)N2C(=O)C(C)N1C(=O)c2ccccc2C1=O (configuration not stated)	12.0
COc1ccc2c(c1)CC/C(=C\c1cccc(F)c1)C2=O	-5.5
COc1cc(/C=C2\C(=O)NC(=O)N(c3cc(C)cc(C)c3)C2=O)cc([N+](=O)[O-])c1O	3.8
O=C(CC(c1ccccc1)c1ccccc1)Nc1ncccc1Cl	9.3
O=C(CSCc1ccccc1)Nc1cccc2c1C(=O)N(c1ccccc1)C2=O	8.4
Cc1ccc(NC(=O)c2c(NC(=O)c3ccccc3Cl)sc3c2CCCCC3)c(C)c1	6.7
COc1ccc(C2/C(=C(/O)c3ccccc3)C(=O)C(=O)N2c2cccc(C)c2)c(OC)c1 (configuration not stated)	6.5
COC(=O)C1=C(C)NC(=O)NC1c1ccc(C(C)C)cc1 (configuration not stated)	4.8
O=C(Nc1ccc(Cl)c(Cl)c1)c1cc(Br)ccc1Cl	-1.5
CCOc1ccc(S(=O)(=O)N2CCOCC2)cc1	19.1
COc1cc(/C=C2\C(=O)NC(=O)N(c3ccc(C)c(C)c3)C2=O)cc(Cl)c1O	0.0
CCCC(C)NC(=O)Cc1ccccc1[N+](=O)[O-] (configuration not stated)	3.5
Cc1ccc(-c2ccc(OCC(=O)Nc3ccccc3C(F)(F)F)cc2)cc1	6.7
CC(=O)N/C(=C\c1ccccc1)C(=O)NC(CC(C)C)C(=O)O (configuration not stated)	-0.3
COc1ccccc1-n1cnc2cc(NC(=O)c3ccc(C)cc3)ccc21	5.2
CCOC(=O)c1ccc2c(c1)C1C=CCC1C(c1ccc(Cl)cc1)N2 (configuration not stated)	0.0
Clc1cccc(-n2ncnc2-c2ccc(Br)cc2)c1	9.0
Cc1ccc(C(=O)Nc2sc3c(c2C#N)CCC(C)C3)cc1C (configuration not stated)	3.3

Continuation:
molecule	ER stress death
COc1ccccc1NC(=O)C1=C(C)NC(=S)NC1c1ccc([N+](=O)[O-])cc1 (configuration not stated)	0.6
C=CCN1C(=O)/C(=C\c2ccc(-c3ccc(Br)cc3)o2)C(=O)NC1=S	7.7
O=C(NNC(=O)c1cccnc1)NC1CCCCC1	1.8
Cc1cc(OCC(=O)Nc2cccnc2)cc(C)c1Cl	9.8
CCC(C)NC(=O)c1ccc(CN2CCN(c3ccccc3)CC2)cc1 (configuration not stated)	19.2
CN1CCN(NC(=O)CN2C(=O)S/C(=C/c3ccccc3)C2=O)CC1	5.0
Cc1ccccc1NC(=O)c1c(NC(=O)C(C)(C)C)sc2c1CCCCC2	-0.6
OCc1ccc(-c2ccc(OC(F)(F)F)cc2)o1	-0.1
Cc1cccc(N2C(=O)C(=O)/C(=C(\O)c3ccccc3)C2c2ccc(F)cc2)c1 (configuration not stated)	9.3
O=C(C1CN(S(=O)(=O)c2ccccc2)CCN1S(=O)(=O)c1ccccc1)N1CCCCC1 (configuration not stated)	4.7
O=C1CC(N2CCN(c3ccccc3Cl)CC2)C(=O)N1c1cccc(Cl)c1 (configuration not stated)	6.6
Cc1ccccc1NC(=O)C1CC(=O)N(c2ccccc2)C1 (configuration not stated)	4.4
O=C(Nc1cccc(Cl)c1)c1cc2nc(-c3ccc4c(c3)OCO4)cc(C(F)(F)F)n2n1	2.4
COc1cc(C(=O)NC(NC(=S)Nc2ccccc2Br)C(Cl)(Cl)Cl)cc(OC)c1OC (configuration not stated)	-0.4
COc1cc(/C=N/NC(=O)COc2ccc(Cl)cc2Br)cc(Br)c1O	-4.2
CCCn1c(C(O)c2ccc(OCc3ccccc3)c(OC)c2)nc2ccccc21 (configuration not stated)	0.2
COc1ccc(C=NN2CCN(c3ccccn3)CC2)cc1OCc1ccccc1	15.4
CCOC(=O)C1=C(O)/C(=C/c2ccc(Br)cc2)SC1=Nc1ccc([N+](=O)[O-])cc1	7.6
CC1=C(C(=O)OC(C)C)C(c2ccc(Br)s2)NC(=O)N1C (configuration not stated)	-1.1
COc1ccc(S(=O)(=O)N(CCc2ccccc2)CC(=O)N2CCCC2)cc1	0.4
O=C(NCc1ccco1)c1ccc(-c2ccc(Cl)cc2Cl)o1	-4.2
Clc1ccccc1-c1nc(-c2cccnc2)no1	-2.6
CCOc1ccccc1NC(=O)Cc1ccc(OC)cc1	-3.9
O=C(Nc1nc2ccccc2[nH]1)C1CCCO1 (configuration not stated)	5.2
CCOC(=O)C1=C(C)N=c2s/c(=C\c3ccc(N(C)C)cc3)c(=O)n2C1c1ccc(OC)cc1 (configuration not stated)	9.6
COc1ccc(C2CC(C(F)(F)F)n3nc(C(=O)O)cc3N2)cc1OC (configuration not stated)	3.8
CCOc1ccc(N/C=C\C(=O)c2ccc3c(c2)OCO3)c([N+](=O)[O-])c1	14.9
COc1ccc(/C(O)=C2/C(=O)C(=O)N(c3ccccn3)C2c2cccnc2)cc1 (configuration not stated)	21.0
Cc1ccc(Cl)cc1N(Cc1ccc(C(=O)N2CCN(c3ccccc3)CC2)cc1)S(=O)(=O)c1ccccc1	45.3
Cc1ccc(C)c(NC(=O)CSc2nnc(C)s2)c1	8.5
O=C(CNc1ccc(Cl)cc1)c1ccc(Br)cc1	12.9
O=C1NC(=O)N(c2ccccc2)C(=O)/C1=C\c1ccc(-c2ccccc2Cl)o1	4.4
Fc1cnc(N2CCOCC2)nc1N1CCOCC1	5.1
Cc1ccc(-c2ccccc2NC(=O)c2ccccc2)o1	2.4
O=[N+]([O-])c1ccc(N2CCN(S(=O)(=O)c3ccccc3)CC2)c(Cl)c1	-3.7
O=C(Nc1ccccc1)/C(=C\c1ccccc1)NC(=O)c1ccccc1Br	10.9
COc1cc2c(cc1OC)C(C(Cl)(Cl)Cl)OC(=O)C2 (configuration not stated)	0.7
CCOC(=O)c1c(NC(=O)c2cccs2)sc(C(=O)Nc2ccccc2C(F)(F)F)c1C	-1.3
COc1ccc(C(=O)N2CCN(Cc3cccc(OC)c3OC)CC2)cc1OC	5.9
COc1ccc(N(CC(=O)N/N=C/c2ccc(OC3CSC3)cc2)S(=O)(=O)c2ccccc2)cc1	8.6
COc1ccc(NC(=O)COc2ccc(-c3ccccc3)cc2)c([N+](=O)[O-])c1	2.1
COC(=O)c1c(C)oc2cc(Br)c(OC(=O)c3cccc([N+](=O)[O-])c3)cc12	1.3
C=CCn1c(COc2ccc3ccccc3c2)nc2ccccc21	19.8
COc1ccc(-c2cc(-c3ccccc3)n[nH]2)c(O)c1	-9.2
O=[N+]([O-])c1ccc2c(c1)Cc1cc(N=Cc3ccccc3F)ccc1-2	4.8
COc1cccc(-c2nc3sc(C)c(C)c3c(=O)[nH]2)c1O	8.3
COc1cc(NC(=O)c2ccc(C)c([N+](=O)[O-])c2)ccc1NC(=O)c1ccco1	-2.9
O=C(Nc1ccc2c(c1)ncn2-c1ccccc1)c1ccccc1	7.1
O=C(NCCNc1ccc(Cl)cc1[N+](=O)[O-])C(c1ccccc1)c1ccccc1	-3.5
O=C1S/C(=C/c2ccc([N+](=O)[O-])cc2)C(=O)N1c1ccccc1	4.3
Fc1ccc(OCCCn2ccnc2)cc1	7.5
CCOc1ccc(-c2cc(C(=O)O)c3cc(Br)ccc3n2)cc1	-1.3
O=C(Nc1nc(-c2ccccc2)cs1)c1cc2ccccc2o1	6.2
COC(=O)CCC(=O)Nc1ccc(C(=O)c2ccccc2)cc1	-7.7
CC(=O)C(=Cc1ccccc1O)C(C)=O	6.8
O=[N+]([O-])c1ccc2nc(Sc3nc4ccccc4[nH]3)sc2c1	-0.1
Cc1ccc(S(=O)(=O)Oc2ccc(/C=C3/SC(=S)N(C)C3=O)cc2)cc1	3.9
NNC(=O)COc1ccc2c(c1Br)CCCC2	5.8
O=C(NCc1ccccc1)c1ccc(-c2ccc([N+](=O)[O-])cc2)o1	-3.2
CC(=O)NC1=NC(=O)/C(=C\c2ccc(Cl)c(Cl)c2)S1	-0.1

More compounds follow:
molecule	ER stress death
Cc1ccc(N2C(=O)S/C(=C\c3ccc(F)cc3)C2=O)cc1	0.0
O=c1c2cnn(-c3ccccc3)c2nc(-c2ccccc2)n1-c1cccc(Cl)c1	8.4
Cc1c(NC(=O)c2cnn3c2NC(c2cccs2)CC3C(F)(F)F)c(=O)n(-c2ccccc2)n1C (configuration not stated)	2.4
COc1ccc2c(c1)C1C=CCC1C(c1ccc([N+](=O)[O-])cc1)N2 (configuration not stated)	2.3
COC(=O)NC(c1ccc(F)cc1)C(Cl)(Cl)Cl (configuration not stated)	7.5
CCCOc1ccc(C(=O)Nc2cccc(OC)c2)cc1	-1.6
Oc1c(C2=NCCCCC2)c2ccccc2n1-c1c(Cl)cccc1Cl	-1.8
Cc1ccc(NC(=O)C(=O)NCC(C)C)cc1	6.7
COc1ccc(C2CC(C(F)(F)F)n3nc(C(=O)Nc4ccc5c(c4)OCO5)cc3N2)cc1 (configuration not stated)	10.5
Cc1ccc(NS(=O)(=O)c2ccc([N+](=O)[O-])cc2)nc1	9.5
O=C(Cc1ccc(F)cc1)NCc1ccccc1	-0.7
